Source: PubChem BioAssay (National Center for Advancing Translational Sciences (NCATS))
Lamin A splicing = qHTS Assay for Modulators of Lamin A Splicing; HeLa LMNA splicing GFP/RFP minigene ratio, 48 h; Potency, µM (top dose mostly 46.1 µM), without a hit: at the top dose ratio change, negative = inhibition, most hits filed as inhibitors; 200,000 compounds, 0.01% hits; AID 1487, 2009; active = well fitted inhibition curve with a large enough effect in the signal ratio, with a control signal flat, not every such curve was filed as active; inconclusive = small, poorly fitted or top-dose-only effect, or effect the other way, or a change in a side signal; the % refers to the signal ratio; also: % is scaled to controls: 0 for no effect and ±100 for the full control effect
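S3 HeLa stable clones carrying a lamin A-EGFP splicing minigene plus DsRed2 were seeded at 600 cells/well in Opti-MEM with 2% FBS, pin-dosed and incubated 48 h at 37°C. Acumen cytometry (488 nm) gave the GFP/RFP total-intensity ratio.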
Luc counter = Counterscreen for Luciferase (Kinase-Glo TM) Inhibition; Luciferin 4-monooxygenase (Photuris pensylvanica), Q27757; 200,000 compounds, 0.28% hits; Kinase-Glo luciferase, ATP luminescence, 8 min; Potency, µM (doses to about 38.3 µM), for inactives: at the highest dose activity change, negative = inhibition, actives largely listed as inhibitors; also: % is scaled to controls: 0 for no effect and ±100 for the full control effect; nearly all actives have a fitted effect of over 60% in size
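Light output from Kinase-Glo luciferase with luciferin and 10 uM ATP in 50 mM imidazole pH 7.2, KCl, MgCl2, Tween 20, BSA; compound pin-delivered, 8-min ambient incubation, then luminescence read.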
JMJD2E inh = qHTS Assay for Inhibitors of Human Jumonji Domain Containing 2E (JMJD2E); Lysine-specific demethylase 4E (Homo sapiens), B2RXH2; JMJD2E catalytic domain, FDH-coupled NADH fluorescence (FDH is formaldehyde dehydrogenase); Potency, µM (top dose mostly 57.1 µM), for the others: at the highest dose activity change, negative = inhibition, actives largely listed as inhibitors; 230,000 compounds, 1.6% hits; AID 2147, 2009; active = well fitted inhibition curve with a large enough effect, not every such curve was filed as active; inconclusive = small, poorly fitted or top-dose-only effect, or another doubt; inactive = no such curve, though single readings can be large or run the other way;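 also: 0% = wells with enzyme and -100% = buffer wells without enzyme; nearly all actives have a fitted effect of over 50% in size; many of its hits are not listed in these tables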
Target sequence (B2RXH2 1-337 limits assumed): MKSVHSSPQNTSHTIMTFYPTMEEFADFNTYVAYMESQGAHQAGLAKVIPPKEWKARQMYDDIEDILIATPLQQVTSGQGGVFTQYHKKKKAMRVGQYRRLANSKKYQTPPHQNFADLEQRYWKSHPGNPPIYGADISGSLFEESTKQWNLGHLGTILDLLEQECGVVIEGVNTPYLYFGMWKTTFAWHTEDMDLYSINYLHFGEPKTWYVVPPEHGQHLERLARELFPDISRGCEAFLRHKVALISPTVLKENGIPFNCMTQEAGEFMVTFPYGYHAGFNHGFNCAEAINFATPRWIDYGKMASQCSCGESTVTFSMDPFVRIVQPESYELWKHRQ
L3MBTL1 inh = qHTS Assay for the Inhibitors of L3MBTL1. Lethal(3)malignant brain tumor-like protein 1 (Homo sapiens), Q9Y468. AlphaScreen L3MBTL1–H3K9me1 peptide binding. Potency, µM (highest dose often 57.1 µM), for inactives: top-dose activity, negative = inhibition, actives largely listed as inhibitors. 230,000 compounds, 0.66% hits; also: % is scaled to controls: 0 for no effect and ±100 for the full control effect; nearly all actives have a fitted effect of over 60% in size
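AlphaScreen assay: L3MBTL1 (50 nM final) was preincubated 30 min at room temperature with biotinylated H3(1-15)K9me1 peptide (75 nM final), then 30 min with library compounds; streptavidin donor and nickel chelate acceptor beads (10 ug/mL final) added, 30 min dark.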
ALDH1A1 inh = qHTS Assay for Inhibitors of Aldehyde Dehydrogenase 1 (ALDH1A1); Aldehyde dehydrogenase 1A1 (Homo sapiens), P00352; Purified ALDH1A1, NADH fluorescence, propionaldehyde substrate; Potency, µM (series often up to 75.3 µM), without a hit: top-dose activity, negative = inhibition, hits mostly inhibitors; 220,000 compounds, 7.3% hits; active = well fitted inhibition curve with a large enough effect, not every such curve was filed as active; inconclusive = small, poorly fitted or top-dose-only effect, or another doubt; inactive = no such curve, though single readings can be large or run the other way;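 also: plate controls were no enzyme wells and a reference inhibitor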
Target sequence (P00352 whole entry, looked up): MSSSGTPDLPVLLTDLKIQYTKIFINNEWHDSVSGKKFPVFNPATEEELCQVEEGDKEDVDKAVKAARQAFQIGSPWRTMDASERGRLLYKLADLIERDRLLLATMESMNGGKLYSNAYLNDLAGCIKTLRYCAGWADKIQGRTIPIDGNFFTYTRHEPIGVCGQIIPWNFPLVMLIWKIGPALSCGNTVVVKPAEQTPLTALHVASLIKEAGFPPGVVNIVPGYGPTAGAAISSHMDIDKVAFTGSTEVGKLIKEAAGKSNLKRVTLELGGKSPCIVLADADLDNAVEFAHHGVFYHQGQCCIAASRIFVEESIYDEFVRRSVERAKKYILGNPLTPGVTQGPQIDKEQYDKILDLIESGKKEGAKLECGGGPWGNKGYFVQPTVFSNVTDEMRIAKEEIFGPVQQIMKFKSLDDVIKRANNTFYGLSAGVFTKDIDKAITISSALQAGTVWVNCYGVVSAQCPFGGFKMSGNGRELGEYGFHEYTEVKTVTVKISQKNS
Tau fibril ThT = qHTS for Inhibitors of Tau Fibril Formation, Thioflavin T Binding. Microtubule-associated protein tau (Homo sapiens), P10636. recombinant tau K18 P301L, heparin-induced fibrillization, ThT fluorescence. Potency, µM (doses to about 57.4 µM), inactives show top-dose activity, negative = inhibition, hits mostly inhibitors. 270,000 compounds, 2.1% hits; also: % is scaled to controls: 0 for no effect and ±100 for the full control effect; nearly all actives have a fitted effect of over 55% in size
Target sequence (P10636 561-689 P618L limits assumed): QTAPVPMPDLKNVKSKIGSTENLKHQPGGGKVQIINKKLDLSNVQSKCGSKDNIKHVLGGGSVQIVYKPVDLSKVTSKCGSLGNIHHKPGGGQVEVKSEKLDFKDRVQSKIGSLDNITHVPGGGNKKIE
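Using a mix of unlabeled (15 uM) and Alexa 594-labeled (0.24 uM) tau K18 P301L, heparin-triggered fibrillization over 6 hr at 37 C was scored by ThT fluorescence.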
RECQ1 inh = qHTS Assay for Inhibitors of RecQ-Like Dna Helicase 1 (RECQ1). ATP-dependent DNA helicase Q1 (Homo sapiens), P46063. RECQ1 DNA unwinding, red fluorescence kinetic read. Potency, µM (titrated, usually from 57.3 µM), for inactives: top-dose activity, negative = inhibition, usual class: inhibitors. 240,000 compounds, 0.54% hits;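 also: plate controls were vehicle for no effect and no enzyme for full effect; nearly all actives have a fitted effect of over 30% in size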
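RECQ1T1 50 nM; forked duplex (20 bp + 30-nt ss tails) 200 nM, ATP 2 mM final; pH 8.0, 2 mM MgCl2, 2.5 ug/ml poly(dI-dC); 15 min compound preincubation; discontinuous kinetic read over 2 h at RT.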
SMN2 splice up = qHTS Assay for Enhancers of SMN2 Splice Variant Expression; Potency, µM (series often up to 46.1 µM), for the others: at the top dose activity change, positive = activation, most hits filed as activators; HEK293 SMN2-luciferase splicing reporter, luminescence, 30-36 h; 210,000 compounds, 2.8% hits; also: % of control where 0% means no effect; nearly all actives have a fitted effect of over 55% in size
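qHTS luciferase splicing reporter: luminescence rises when SMN2 exon 7 is included in transfected HEK293 cells. Compound exposure lasted 30-36 h at 37C, with 4.5 mM final sodium butyrate as control, followed by a ONE-Glo read.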
The depositor's hits bear a star; i = inactive; ? = inconclusive; . = not tested or not shown; & = joins results of further samples; [ ] = remark or other dose. Unless noted, calls follow the shape of the dose curve; as a rule, active = well fitted curve in the direction sought with a large enough effect; inconclusive = small, poorly fitted or top-dose-only effect, or another doubt; inactive = no such curve, though single readings can be large; an effect the other way counts as inactive or inconclusive. Potency is read from the fitted curve at half-maximal effect. A portion of the library (hit frequency here may not be typical).

SMILES	Lamin A splicing	Luc counter	JMJD2E inh	L3MBTL1 inh	ALDH1A1 inh	Tau fibril ThT	RECQ1 inh	SMN2 splice up
Brc1ccc(-c2nnc3ccc(Nc4ccccc4)nn23)cc1	-13%	-2%	11%	6%	10%	-6%	-1%	-7%
O=[N+]([O-])c1cc(C=Nc2ccc3ccccc3c2)ccc1Br	?	1%	?	-20%	?	?	-11%	24%
O=[N+]([O-])c1ccc2c(c1)C(N1CCOCC1)/C(=C/COc1ccc3ccccc3c1Br)O2 (stereo unspecified)	-19%	3%	-2%	-10%	?	-13%	i	-46%[inhibitor]
NC(=O)Nc1ccc(C(=O)OCC(=O)Nc2ccc(Cl)cn2)cc1	.	.	11%	17%	.	?	-14%	.
CC1CCN(C(=O)CCCOc2cc(=O)n(C)c3ccccc23)CC1	-16%	-1%	1%	12%	?	-2%	1%	?
CN(c1ccccc1)S(=O)(=O)c1ccc(C(=O)N2CCc3ccccc3C2)cc1	.	1%	14%	8%	?	-7%	-4%	-28%
CN(CC(=O)N1CCCCCC1)S(=O)(=O)c1cccc2cccnc12	0%	-4%	5%	5%	?	-7%	-3%	0%
COc1ccc(NC(=O)c2ccc(-c3ccc(-c4noc(C)n4)cc3C)cc2)cc1OCCN(C)C	.	-4%	?	.	-7%	?	18%&-2%	-25%
CNc1cc(NS(=O)(=O)c2ccc(N)cc2)nc(NC)n1	6%	-9%	?	7%	-7%	?	8%&-6%	18%&27%
O=C(NNC(=O)c1cccnc1SCc1cccc([N+](=O)[O-])c1)c1ccccn1	?	3%	10µM*	3%	0%	-5%	-2%	-88%[inhibitor]
COC(/C=C/Nc1ccc(Cl)cc1)=C(C#N)C#N	-12%[9.22 µM]	-1%	-12%	8%	?	-4%	-5%	-4%
CCCc1nc2ccccc2n1CCc1ccccc1	?	0%	6%	-8%	-1%	?	-5%	-18%
O=C(CSCc1cccc(Br)c1)N1CCOCC1	1%	-2%	9%	3%	6%	-2%	i	13%
COc1ccc(C(=O)Nc2nc3c(s2)CCCC3)cc1S(=O)(=O)N1CCCc2ccccc21	?	4%	?	-4%	?	-7%	i	?
O=C(Cc1cccs1)N/N=C/C=C/c1ccco1	2%	-1%	6%	?	4µM*	25µM*	1%	-9%
CCOc1ccc(S(=O)(=O)NCC(=O)N(C)Cc2cccnc2)cc1	1%	-1%	-1%	.	?	-7%	-4%	-13%
CCN1/C(=C2\C(=O)N(C)C(=S)N2C)C=Cc2cc(OC)ccc21	0%	-19%	?	-1%	?	-18%	-3%	-12%
CCOc1ccc(CSC2=NCCN2)cc1Cl	7%	0%	0%	5%	7%	?	-5%	-8%
COC(=O)c1sccc1-c1ccc(C(N)=O)o1	-17%[46 µM]	-2%	?	-8%	?	-5%	0%	6%
Cc1ccc(C(F)(F)F)cc1NC(N)=S	.	2%	11%	16%	-4%	-2%	-3%	-1%
Cc1cc(N2C(=O)C=CC2=O)c([N+](=O)[O-])cc1C	-2%	-1%	1%	-10%	0.79µM*	7%	-1%	13%
COc1cc(C(=O)NCCOc2cc(C)cc(C)c2)c(Br)c(OC)c1OC	3%	-2%	9%	8%	-1%	-13%	-2%	-14%
Clc1ccc(-c2csc(N3CCc4ccccc4C3)n2)cc1	-3%	.	-2%	-6%	5%	-6%	1%	.
CCOC(=O)C1(Cc2ccccc2)CCN(Cc2cc(=O)c3ccccc3[nH]2)CC1	?	-6%	?	-14%	?	-12%	i	-18%
O=C1c2ccccc2C(=O)N1CCC(O)C[N+](=O)[O-] (stereo unspecified)	-2%[46 µM]	4%	6%	2%[11.4 µM]	22µM*	-18%	i	2%
COC(=O)C(C)Sc1nc(N)c(NC(=O)c2ccco2)c(=O)[nH]1 (stereo unspecified)	.	.	2%	0%	-8%	4%	i	.
NS(=O)(=O)c1cc([C@@]2(O)NC(=O)c3ccccc32)ccc1Cl	-13%	-1%[17.1 µM]	1%[25.5 µM]	.	-4%[20.9 µM]	.	-5%[25.9 µM]	-3%[20.6 µM]
CCCc1nnc2c(N(C)S(=O)(=O)c3ccc(C)cc3)nc3ccccc3n12	2%	-2%	-6%	-4%	-10%	10%	-12%	-2%
COC(=O)c1ccccc1NC(=O)c1cccc(NC(=O)CSCc2ccccc2)c1C	-2%	5%	-2%	3%	5%	-13%	-4%	-6%
CCCCOC(=O)c1cc(=O)[nH]c2ccccc12	22%	1%	?	1%[11.4 µM]	?	-4%	-14%	-8%
CCOC(=O)/C(C(N)=NCC(C)C)=C(/O)c1ccccc1	-5%	-3%	-2%	0%	5%	-3%	-2%	-11%
O=C(Nc1cc(C(F)(F)F)ccc1N1CCCC1)c1ccc2c(c1)OCO2	-4%	4%	-12%	-5%	?	?	-6%	-17%
O=C(c1csnn1)N1CCC[C@@]2(CCN(Cc3nccs3)C2)C1	.	0%	.	.	0%	.	-6%	-19%
CCOC(=O)c1nn(-c2ccc(F)cc2)c2nc(-c3ccccc3)c(C#N)c(=O)n12	-5%	-6%	?	22%	?	1%	13%	-13%
O=[N+]([O-])c1ccc2nccn2c1	18%	-2%	1%	5%	0%	2%	-15%	4%
CCNC(=O)OCC(CC)NC(=O)OCC(C)C (stereo unspecified)	-9%	17%	6%	.	1%	-5%	-5%	?
CC(=O)c1cccc(N2C(=O)C3C(C(=O)Nc4cc(C)on4)C4(C)C=CC3(O4)C2C(=O)NC(C)(C)C)c1 (stereo unspecified)	-8%[46 µM]	-4%	-2%	9%	7%	-7%	-5%	.
FC(F)(F)c1cccc(-c2nnc3ccc(C(F)(F)F)cn23)c1	1%	0%	?	1%	5%	-3%	-1%	-14%
Cc1nc(NC(=O)/C=C/c2ccc(F)cc2)sc1C(=O)N(C)C	-12%	2%	-3%	4%	-9%	-6%	-5%	27%
COCCN1C(=O)c2ccc(C(=O)O)cc2C1=O	4%	0%	-4%	-4%[11.4 µM]	?	6%	-1%	-20%
O=C(CCN1CCN(c2ccc(F)cc2)CC1)Nc1ccc(F)cc1	?	-2%	5%	-5%	-5%	-14%	-5%	0%
Cc1nn(C)cc1CN(C)C(=O)c1nn2c(c1Br)NC(c1cccs1)CC2C(F)(F)F (stereo unspecified)	.	1%	5%	-1%[2.29 µM]	6%	1%	i	-23%
COc1cccc(NC=C2C(=O)OC3(CCCCC3)OC2=O)c1	?	4%	-1%	-3%	1.6µM*	-7%	-2%	-2%
CCCc1nnc(NC(=O)NCCN2C(=O)C3C4C=CC(C4)C3C2=O)s1 (stereo unspecified)	-7%	8%	-1%	14%	?	-8%	-1%	?
Nc1cccc(C(=O)Nc2ccc3nc(-c4cccnc4)[nH]c3c2)c1	-3%	-6%	11%	-1%	?	?	-6%	-2%
Cc1c(C(=O)NCc2ccc3c(c2)OCO3)oc2ccc(Br)cc12	?	-4%	-5%	.	5%	-2%	-1%	-10%
CSCCC(NC(=O)c1cccc(C)c1)C(=O)OCC(=O)NC(=O)c1cccn1C (stereo unspecified)	-10%	.	7%	0%	3%	-8%	-2%	.
COc1ccc(OC)c(NC(=O)Nc2cc(C(=O)O)ccc2C)c1	.	.	7%	.	-15%	2%	-5%	.
CCCCC(=O)Nc1sc2c(c1-c1nc3ccccc3s1)CCN(C(C)=O)C2	?	4%	?	-8%	25µM*	?	7%	12%
COc1ccc(/C=N/NC(=O)CCc2n[nH]c(=O)[nH]c2=O)cc1O	-18%	2%	0%	5%	7%	-9%	-4%	1%
O=c1[nH]n(-c2ccc(Cl)cc2)c2ncccc12	2%	-3%	4%	1%	2%	?	-19%	3%
N#Cc1nc(-c2ccco2)oc1N1CCN(C(c2ccccc2)c2ccccc2)CC1	-4%	-5%	?	.	?	-11%	i	-9%
COc1ccc(-c2c(C)n([O-])c3c([n+]2=O)CCCC3)cc1OC	.	1%	-1%	16%	1%	0%	i	4%
O=C(Oc1ccccc1C(=O)O)c1ccccc1O	?	-2%	?	.	?	-2%	-5%	-7%
NC(=O)SCC(=O)Nc1cccc(Cl)c1	15%	0%	3%	-7%[11.4 µM]	0.6µM*	?	5%	0%
CC(=O)N(c1ccccc1)c1nc(C)cc(C)c1C#N	-9%	0%	5%	6%	?	-6%	-4%	1%
COCCNS(=O)(=O)c1ccc(SC)cc1	?	0%	-3%	2%	?	-4%	i	-4%
Cc1ccc(-c2c(C(=O)N3CCOCC3)oc(=O)c3ccccc23)cc1	10%	4%	-7%	-18%	1.6µM*	-2%	0%	21%
CC1(C)Cc2c(sc3[nH]c(=S)n(Cc4ccccc4)c(=O)c23)CO1	-23%	-3%	9%	.	-4%	?	-8%	-30%
S=C(Nc1ccccc1)N1CCOCC1	.	-2%	-2%	9%	3%	-14%	-7%	.
Cn1c(NN)nc2ccccc2c1=O	-11%[46 µM]	-3%	?	-3%	?	?	-5%	.
CCOc1ccc(NCc2nnc(SCC(=O)Nc3cc(C)on3)n2-c2ccccc2OC)cc1	?	1%	-6%	-17%	?	?	-2%	?
CCOC(=O)c1c(C)n(-c2ccc(C)cc2)c2ccc(O)c(CN(C)C)c12	.	-2%	-9%	0%	9%	13%	i	-109%[inhibitor]
